Pol beta inh: qHTS Assay for Inhibitors of DNA Polymerase Beta; P06746; Pol beta primer extension/strand displacement, fluorescence kinetic; Potency, µM (top dose mostly 114 µM), for the others: at the highest dose activity change, negative = inhibition, actives largely listed as inhibitors; 340,000 tested, 1.3% active; further: potency means the concentration at half of the fitted maximal effect; on the % scale 0 is the no-effect control and ±100 the full control effect
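Homogeneous kinetic assay of primer extension and strand displacement by 10 nM Pol beta, preincubated 15 min at room temperature with compound before 50 nM substrate (final) was added. Read at 0 and 10 min; four-parameter Hill fit.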
12-LOX inh: Primary qHTS assay for inhibitors of human arachidonate 12S-lipoxygenase (ALOX12): Round 2. Polyunsaturated fatty acid lipoxygenase ALOX12 (Homo sapiens), P18054. purified 12hLO, xylenol orange hydroperoxide absorbance. Potency, µM (titrated, usually from 108 µM), for the others: at the highest dose activity change, negative = inhibition, actives largely listed as inhibitors. 580,000 tested, 1.1% active; further: potency means the concentration at half of the fitted maximal effect; on the % scale 0 is the no-effect control and ±100 the full control effect
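Purified human 12hLO at 150 nM in 25 mM Hepes, 0.01% Triton X-100, pH 7.0, preincubated 15 min at room temperature with compound. Reaction started with 40 uM arachidonic acid, 30 min at room temperature. Hydroperoxide measured by Fe-xylenol orange, 573/405 nm absorbance ratio.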
Anesthetic bind: qHTS Assay for Identification of Novel General Anesthetics. Ferritin light chain (Equus caballus), P02791. apoferritin/1-aminoanthracene competitive binding, fluorescence. Potency, µM (doses to about 77.5 µM), inactives show top-dose activity change, negative = displacement, most hits filed as inhibitors. 350,000 tested, 0.074% active; further: potency means the concentration at half of the fitted maximal effect; on the % scale 0 is the no-effect control and ±100 the full control effect; nearly all actives have a fitted effect of over 20% in size
Target sequence (P02791 2-175 limits assumed): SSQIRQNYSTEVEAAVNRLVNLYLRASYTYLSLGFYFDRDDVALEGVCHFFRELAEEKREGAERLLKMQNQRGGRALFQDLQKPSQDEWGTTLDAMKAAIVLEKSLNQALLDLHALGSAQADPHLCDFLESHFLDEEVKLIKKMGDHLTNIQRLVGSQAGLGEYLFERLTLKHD
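Apoferritin-based anesthetic binding model; compound displacement of fluorescent 1-AMA measured as endpoint fluorescence after 10 minutes at room temperature, scaled to free-ligand and complex controls.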
BLM helicase inh: qHTS Assay for Inhibitors of Bloom's syndrome helicase (BLM); RecQ-like DNA helicase BLM (Homo sapiens), P54132; recombinant BLM DNA unwinding, fluorescence dequenching; Potency, µM (top dose mostly 56.1 µM), inactives show at the highest dose activity change, negative = inhibition, hits mostly inhibitors; 350,000 tested, 0.2% active;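 further: potency means the concentration at half of the fitted maximal effect; plate controls were vehicle for no effect and no enzyme for full effect; nearly all actives have a fitted effect of over 35% in size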
APE1 inh: qHTS Assay for Inhibitors of the Human Apurinic/apyrimidinic Endonuclease 1 (APE1). DNA repair nuclease/redox regulator APEX1 (Homo sapiens), P27695. recombinant APE1, TAMRA/BHQ-2 abasic DNA cleavage fluorescence. Potency, µM (top dose mostly 65.8 µM), inactives show top-dose activity change, negative = inhibition, most hits filed as inhibitors. 350,000 tested, 0.35% active;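 further: potency means the concentration at half of the fitted maximal effect; plate controls were vehicle for no effect and reference inhibitor for full effect; nearly all actives have a fitted effect of over 55% in size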
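0.75 nM APE1 + cpd, 15 min RT; start w/ 50 nM TAMRA/BHQ-2 THF-abasic dsDNA; kinetic fluor 525/598 nm ×3 reads @60 s; Δ(read3−read1); normalized to DMSO and NSC13755 control wells.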
ERG Ets-DNA blk: qHTS for Small Molecule Inhibitors of the ERG Ets/DNA interaction; fluorescence polarization, His-ERG Ets domain / labelled DNA; Transcriptional regulator ERG (Homo sapiens), P11308; 370,000 tested, 0.028% active; Potency, µM (series often up to 76.9 µM), for inactives: at the highest dose FP activity, negative = inhibition, usual class: inhibitors; active means well fitted inhibition curve with a large enough effect in the polarisation, with a control signal flat; inconclusive means small, poorly fitted or top-dose-only effect, or effect the other way, or a change in a side signal; inactive means no such curve, though single readings can be large or run the other way; the % refers to the polarisation;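 further: polarization taken with two DNA probes labelled with fluorescein and Texas red; potency means the concentration at half of the fitted maximal effect; % of control where 0% means no effect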
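His-tagged ERG Ets domain (1 uM in the protein solution; 300mM KCl, 50mM Tris-HCl, 1mM EDTA, 1mM DTT, pH 7.5) received compound, then a probe mix of 5 nM fluorescein-DNA and 100nM Texas-615-DNA. Fluorescence polarization was read for both dyes.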
TRHR ag: qHTS for Small Molecule Agonists and Allosteric Enhancers of Human TRH Receptor: Primary Screen for Agonists; TRHR cells, calcium flux fluo-8, FDSS agonist mode; 360,000 tested, 0.18% active; Thyrotropin-releasing hormone receptor (Homo sapiens), P34981; AID 493084, 2011; activation, % at 2 µM; in the data active means activation above about 30%; further: 0% is about no effect
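In this calcium-flux screen, cells bearing human TRHR are dye-loaded with fluo-8, baselined for 10 cycles, then exposed to library compounds; positive kinetic calcium responses during the agonist phase mark hits, with TRH as control.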
POLK inh: qHTS for Inhibitors of Polymerase Kappa. purified Pol kappa, fluorescent DNA synthesis assay, 10 min. Potency, µM (titrated, usually from 107 µM), for inactives: at the top dose activity, negative = inhibition, hits mostly inhibitors. 400,000 tested, 0.53% active. AID 588579, 2011; further: potency means the concentration at half of the fitted maximal effect; on the % scale 0 is the no-effect control and ±100 the full control effect
Target sequence (Q9UBT6 whole entry, looked up): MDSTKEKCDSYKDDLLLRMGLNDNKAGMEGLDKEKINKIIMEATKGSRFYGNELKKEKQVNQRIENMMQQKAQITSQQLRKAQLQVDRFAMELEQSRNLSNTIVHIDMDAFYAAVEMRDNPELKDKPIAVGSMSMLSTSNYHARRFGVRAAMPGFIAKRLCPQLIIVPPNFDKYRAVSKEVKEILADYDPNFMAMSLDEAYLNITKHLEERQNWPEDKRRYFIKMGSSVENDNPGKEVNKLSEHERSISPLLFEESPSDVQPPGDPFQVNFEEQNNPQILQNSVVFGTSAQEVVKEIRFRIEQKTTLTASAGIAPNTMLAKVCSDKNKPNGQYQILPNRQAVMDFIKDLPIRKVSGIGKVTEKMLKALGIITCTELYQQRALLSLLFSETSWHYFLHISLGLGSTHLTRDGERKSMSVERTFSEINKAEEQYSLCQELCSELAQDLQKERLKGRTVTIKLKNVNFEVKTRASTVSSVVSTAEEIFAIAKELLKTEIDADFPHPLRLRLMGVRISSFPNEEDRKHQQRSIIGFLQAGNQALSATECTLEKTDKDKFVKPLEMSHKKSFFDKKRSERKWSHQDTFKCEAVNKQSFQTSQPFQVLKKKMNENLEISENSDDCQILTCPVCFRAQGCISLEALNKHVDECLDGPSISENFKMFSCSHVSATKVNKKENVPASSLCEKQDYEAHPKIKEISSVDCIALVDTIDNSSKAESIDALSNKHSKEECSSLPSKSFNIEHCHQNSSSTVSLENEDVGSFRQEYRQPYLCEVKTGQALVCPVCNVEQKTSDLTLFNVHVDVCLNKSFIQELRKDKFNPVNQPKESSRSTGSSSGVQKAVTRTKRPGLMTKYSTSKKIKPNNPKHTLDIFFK
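10 nM Pol kappa preincubated 15 min at room temperature with compounds, then reaction started with substrate at 50 nM final. Fluorescence read kinetically at 0 and 10 min; buffer-only wells served as negative control.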
Pol iota inh: qHTS for Inhibitors of Polymerase Iota. 390,000 tested, 1% active. Pol iota fluorescent replication assay, 10 min. Potency, µM (series often up to 115 µM), without a hit: top-dose activity, negative = inhibition, usual class: inhibitors; further: potency means the concentration at half of the fitted maximal effect
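Fluorescent replication assay read twice, at 0 min and 10 min after adding 50 nM (final) substrate. Enzyme (10 nM) and compounds were first incubated 15 min at room temperature; enzyme-free buffer wells were negative controls.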
Active calls of the source: *; [ ] = remark or other dose. Unless noted, the call rests on the fitted dose curve; in most records, active means well fitted curve in the direction sought with a large enough effect; inconclusive means small, poorly fitted or top-dose-only effect, or another doubt; inactive means no such curve, though single readings can be large; an effect the other way counts as inactive or inconclusive.

For Cc1ccc(Nc2nc(N)nc(CSC(=S)N3CCOCC3)n2)cc1 the results were Pol beta inh 11.0%, 12-LOX inh -17.6%, Anesthetic bind -13.2%, BLM helicase inh -2.2%, APE1 inh 9.4%, ERG Ets-DNA blk 2.3%, TRHR ag -0.9, POLK inh 0.9% and Pol iota inh 17.2%.
COc1ccccc1CC(NC(C)=O)C(=O)N1CCN(C(=O)Nc2ccccc2Cl)CC1 (configuration not stated) was read as Pol beta inh 1.2%, 12-LOX inh 18.2%, Anesthetic bind -7.4%, BLM helicase inh -1.1%, APE1 inh -2.0%, ERG Ets-DNA blk -5.5%, TRHR ag 0.4, POLK inh -13.1% and Pol iota inh 9.3%.
Screening CC(C)Oc1cccc(-c2cc(C(=O)NN3CCOCC3)c3ccccc3n2)c1 returned Pol beta inh -0.3%, 12-LOX inh -2.8%, Anesthetic bind -15.4%, BLM helicase inh -3.5%, APE1 inh 50.9%[activator], ERG Ets-DNA blk -6.9%, TRHR ag 0.0, POLK inh -8.0% and Pol iota inh 1.3%.
`O=C(c1cn(-c2ccccc2)nc1-c1ccc(Cl)cc1)N1CCOCC1` gave Pol beta inh 82.6%, 12-LOX inh -10.0%, Anesthetic bind -0.7%, BLM helicase inh -0.5%, APE1 inh 10.7%, ERG Ets-DNA blk -4.6%, TRHR ag 0.2, POLK inh -6.6% and Pol iota inh 6.9%.
Screening CC#CCCCC(=O)Nc1cccc(C(=O)O)c1 returned Pol beta inh 4.3%, 12-LOX inh 0.0%, Anesthetic bind 2.8%, BLM helicase inh -0.9%, APE1 inh -7.3%, ERG Ets-DNA blk -3.1%, TRHR ag -0.3, POLK inh inconclusive and Pol iota inh inconclusive.
`Cc1ccccc1OCC(=O)OCc1cc(=O)n2nc(-c3cccs3)sc2n1` gave Pol beta inh inconclusive, 12-LOX inh -10.7%, Anesthetic bind 0.9%, BLM helicase inh -5.9%, ERG Ets-DNA blk 6.3%, TRHR ag 0.3, POLK inh -20.9% and Pol iota inh inconclusive.
For Cc1cc(C)cc(OCC(=O)Nc2ccc3c4c(cccc24)CC3)c1 the results were Pol beta inh 30.3%, 12-LOX inh 0.0%, Anesthetic bind -5.6%, BLM helicase inh -2.9%, APE1 inh 9.7%, ERG Ets-DNA blk -6.9%, TRHR ag 0.6, POLK inh -3.1% and Pol iota inh -2.3%.
For O=C(NCCn1c(-c2ccncc2)nc2ccccc21)[C@H]1CCCN1c1nc(CN2CCCCC2)cs1 the results were Pol beta inh 45.6%, 12-LOX inh -1.0%, Anesthetic bind -10.2%, BLM helicase inh -4.6%, APE1 inh 4.2%, ERG Ets-DNA blk -15.7%, TRHR ag -0.8, POLK inh 10.2% and Pol iota inh 37.5%.
COc1ccc(Cn2c(O)c(C=Nc3ccc(O)cc3)c3ccccc3c2=O)cc1 was read as Pol beta inh 8.3%, 12-LOX inh -16.6%, Anesthetic bind 44.1%[activator], BLM helicase inh -21.6%, APE1 inh -0.7%, ERG Ets-DNA blk 7.6%, TRHR ag 1.7, POLK inh -4.3% and Pol iota inh 32.8%[activator].
Screening Cc1csc(SCC(=O)Nc2ccccc2[N+](=O)[O-])n1 returned Pol beta inh 11.7%, 12-LOX inh -0.2%, Anesthetic bind inconclusive, BLM helicase inh -2.6%, APE1 inh -10.2%, ERG Ets-DNA blk 2.6%, TRHR ag -1.1, POLK inh 6.5% and Pol iota inh 11.1%.
For COc1ccc(CCN2CC(C(=O)Nc3cc(F)ccc3F)CC2=O)cc1OC (configuration not stated) the results were 12-LOX inh 0.0%, APE1 inh -14.5%, ERG Ets-DNA blk -5.4%, TRHR ag 0.5, POLK inh -6.0% and Pol iota inh 27.1%.
`O=c1[nH]c(SCc2ccc(F)cc2)nc2c1CCCC2` gave Pol beta inh 9.5%, 12-LOX inh 1.4%, Anesthetic bind -12.9%, BLM helicase inh -2.7%, ERG Ets-DNA blk -9.1%, TRHR ag 0.1, POLK inh 7.0% and Pol iota inh -3.0%.
`Clc1cccc(Cl)c1Cn1ccc(C2CC2)n1` gave Pol beta inh 0.1%, 12-LOX inh -8.8%, Anesthetic bind inconclusive, BLM helicase inh -2.1%, APE1 inh -3.8%, ERG Ets-DNA blk 2.1%, TRHR ag -0.5, POLK inh 1.3% and Pol iota inh 91.4%[activator].
For Cc1nn(C)c(C)c1NC(=O)COc1ccc(Cl)cc1 the results were 12-LOX inh 32.9%[activator], APE1 inh 23.6%, ERG Ets-DNA blk 1.3%, TRHR ag -0.1, POLK inh 11.4% and Pol iota inh 19.3%.
O=C(Nc1cccc(Cl)c1)c1ccc(S(=O)(=O)NCC2CCCO2)cc1 (configuration not stated) was read as Pol beta inh -6.8%, 12-LOX inh -0.1%, Anesthetic bind -9.4%, BLM helicase inh -5.0%, APE1 inh 23.1%, ERG Ets-DNA blk 9.7%, TRHR ag 0.2, POLK inh 15.2% and Pol iota inh 6.8%.
`CCOc1ccc(NC2SC(=O)N(Cc3ccccc3)C2=O)cc1` (configuration not stated) gave Pol beta inh 16.3%, 12-LOX inh -4.2%, Anesthetic bind inconclusive, BLM helicase inh -10.5%, ERG Ets-DNA blk 2.6%, TRHR ag -1.1, POLK inh -13.8% and Pol iota inh 0.1%.
Screening COc1ccc(N2CCN(C(=S)Nc3ccc(F)cc3)CC2)cc1 returned Pol beta inh -24.5%, 12-LOX inh 3.7%, Anesthetic bind -3.5%, BLM helicase inh 0.4%, APE1 inh 19.4%, ERG Ets-DNA blk 1.5%, TRHR ag -0.2, POLK inh -8.2% and Pol iota inh 105.9%[activator].
CCCCNC(=O)COC(=O)c1ccc(Cl)c(S(N)(=O)=O)c1 was read as Pol beta inh 21.9%, 12-LOX inh 0.0%, Anesthetic bind -20.6%, BLM helicase inh -2.7%, APE1 inh 2.6%, ERG Ets-DNA blk 1.2%, TRHR ag -0.3, POLK inh -7.6% and Pol iota inh 7.4%.
`CC(=O)Nc1ccc2c(c1)ncn2-c1ccc(C)cc1` gave Pol beta inh 51.9%, 12-LOX inh -1.2%, Anesthetic bind -6.0%, BLM helicase inh 2.1%, APE1 inh -1.9%, ERG Ets-DNA blk 1.2%, TRHR ag 0.5, POLK inh -18.3% and Pol iota inh 185.9%[activator].
O=C(COC(=O)c1cn(-c2ccccc2)nc1-c1ccccc1)Nc1ncc(Cl)cc1Cl was read as Pol beta inh inconclusive, 12-LOX inh 25.1µM*, Anesthetic bind -14.8%, BLM helicase inh -13.2%, APE1 inh -6.9%, ERG Ets-DNA blk -1.7%, TRHR ag 0.5, POLK inh inconclusive and Pol iota inh inconclusive.
Screening O=C(/C=C/c1ccc(Br)o1)NC(c1ccccc1)c1ccccc1 returned Pol beta inh 3.2%, 12-LOX inh inconclusive, Anesthetic bind -15.0%, BLM helicase inh -2.6%, APE1 inh 6.8%, ERG Ets-DNA blk 31.7%[activator], TRHR ag 0.6, POLK inh -6.7% and Pol iota inh inconclusive.
Nc1nn(-c2cccc(F)n2)cc1-c1ccccc1 was read as Pol beta inh 4.3%, 12-LOX inh 3.5%, Anesthetic bind -0.9%, BLM helicase inh -1.0%, APE1 inh -3.4%, ERG Ets-DNA blk -1.0%, TRHR ag -0.7, POLK inh -3.6% and Pol iota inh 6.0%.
`CCC1CCCCN1C(=O)c1nn(-c2ccc(C)cc2)c(=O)c2c1c1ccccc1n2C` (configuration not stated) gave Pol beta inh -8.1%, 12-LOX inh -4.9%, Anesthetic bind 4.3%, BLM helicase inh -2.4%, ERG Ets-DNA blk -0.6%, TRHR ag 0.0, POLK inh -9.7% and Pol iota inh 25.5%.
For CCOC(=O)c1ccccc1NC(=O)COC(=O)CC(C)(C)CC1=NS(=O)(=O)c2ccccc2N1 the results were Pol beta inh 4.6%, 12-LOX inh 5.1%, Anesthetic bind -16.6%, BLM helicase inh -2.9%, ERG Ets-DNA blk -0.6%, TRHR ag -1.1, POLK inh 6.0%[60.1 µM] and Pol iota inh 2.2%.
`Cc1nnc(SCC(=O)N2CCC(Cc3ccccc3)CC2)n(N)c1=O` gave Pol beta inh 1.8%, 12-LOX inh -1.3%, Anesthetic bind 2.5%, BLM helicase inh -0.6%, APE1 inh 7.0%, ERG Ets-DNA blk 9.2%, TRHR ag -0.6, POLK inh -0.6% and Pol iota inh -7.4%.
CCc1nc(Cl)c(C#N)c2c1CSC(C)(C)C2 was read as Pol beta inh 24.1%, 12-LOX inh -3.7%, Anesthetic bind -12.1%, BLM helicase inh 5.5%, APE1 inh 16.0%, ERG Ets-DNA blk 8.5%, TRHR ag 0.1, POLK inh -2.9% and Pol iota inh -7.4%.

Reprinted from the entries so far (2 entries):
`Cc1nnc(SCC(=O)N2CCC(Cc3ccccc3)CC2)n(N)c1=O` gave Pol beta inh 1.8%, 12-LOX inh -1.3%, Anesthetic bind 2.5%, BLM helicase inh -0.6%, APE1 inh 7.0%, ERG Ets-DNA blk 9.2%, TRHR ag -0.6, POLK inh -0.6% and Pol iota inh -7.4%.
CCc1nc(Cl)c(C#N)c2c1CSC(C)(C)C2 was read as Pol beta inh 24.1%, 12-LOX inh -3.7%, Anesthetic bind -12.1%, BLM helicase inh 5.5%, APE1 inh 16.0%, ERG Ets-DNA blk 8.5%, TRHR ag 0.1, POLK inh -2.9% and Pol iota inh -7.4%.

The list is partial, so the mix of outcomes need not match the whole.
